# Shn3 inh set2 – inhibitors of Schnurri-3 3'UTR reporter in osteoblasts | Clone20 osteoblast Shn3 3'UTR firefly luciferase, 24 h | inhibition, % at 12.5 µM | 360,000 compounds, 0.52% hits | AID 588674;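 active means mean inhibition of at least 75% with every replicate also reaching 75%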;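 further: 0% = median of neutral control wells and 100% = pilot-screen positive control compound; some compounds past the cut are filed as inactive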
# MITF TRPM1 inh – MITF TRPM1 promoter inhibition in SK-MEL-5 cells; AID 488899; inhibition, % at 12.5 µM; SK-MEL-5 TRPM1 promoter luciferase, 24 h; 330,000 compounds, 0.83% hits;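 active means mean inhibition across replicates of 60% or more, whatever share of single replicates reaches that level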; further: values of inactives mirror those of a sister screen read the other way
# hiPSC survival – increases survival of single human iPS cells | AID 602274 | 360,000 compounds, 0.044% hits | hiPSC single-cell survival, ATPlite luminescence; 100% = ROCK inhibitor wells, 0% = DMSO | survival enhancement, % at 20 µM; in the data active means survival enhancement above about 18%;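 further: cells exposed to compounds for 16 hours before the ATP read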
# CF NFkB block – blocks PAF-induced NF-kB reporter in cystic fibrosis cells | KKLEB NF-kB-GFP reporter, GFP fluorescence overnight | inhibition, % at 5 µM | 360,000 compounds, 0.86% hits;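 active means at least 50% inhibition at 5 µM, scaled per plate between neutral and stimulator controls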;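 further: PAF is a Pseudomonas aeruginosa culture filtrate used as stimulus; plate controls were PAF-stimulated DMSO wells for no effect and unstimulated DMSO wells for full effect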
# TWEAK-Fn14 inh – blocks TWEAK-Fn14 interaction in a reporter cell assay. TWEAK-stimulated Fn14 reporter cells, luciferase luminescence, 8 h. inhibition, % at 10 µM. 360,000 compounds, 2% hits. AID 1159606; in the data active means inhibition above about 50%
# NR2E3 ag-1 – activates human NR2E3 receptor; Q9Y5X4; CHO-S Gal4-NCOR/VP16-NR2E3 two-hybrid, luciferase; inhibition of corepressor binding, % at 3.98 µM; 360,000 compounds, 0.35% hits; AID 602229;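 active means inhibition above the mean of all tested compounds plus 3 SD, cut at about 70% in these data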;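 further: 0% = DMSO with NR2E3 transfected cells and 100% = cells lacking NR2E3 construct; higher means lower luciferase signal from less NR2E3 corepressor binding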
# Peg3 prom inh – reduces Peg3 promoter-driven luciferase expression in HeLa. HeLa PEG-Prom luciferase reporter, luminescence, overnight. inhibition, % at 20 µM. 360,000 compounds, 1.7% hits. AID 588405;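 active means inhibition of at least 50% at 20 µM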
# HIF-2a block – HIF-2a inhibition; 786-0 RCC cells HIF-2a reporter, luciferase luminescence, overnight; inhibition, % at 18.8 µM; 360,000 compounds, 0.72% hits; AID 624352;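 active means inhibition of the luminescence signal of 40% or more relative to plate controls, in a single-dose primary screen at 18.75 µM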
# NR2E3 ag-2 – activates human photoreceptor nuclear receptor NR2E3; Q9Y5X4; GST-NR2E3/biotin-RetCOR TR-FRET, 1536-well; AID 2300; 320,000 compounds, 0.12% hits; inhibition of corepressor binding, % at 4.78 µM;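 active means percent inhibition above the cutoff of mean plus 3 SD of all tested compounds, set per screening campaign, cut at about 20% in these data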;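 further: 0% = DMSO wells and 100% = biotin wells as full block of FRET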
#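 Material: NR2E3–RetCOR corepressor complex / Amount: 1.35 nM GST-NR2E3 / Medium: Tris pH 7.5 / Compound: single nominal compound dose of 4.8 µM / Incubation: 5 h at 4 °C / Technique: TR-FRET, Eu(K)-anti-GST donor, streptavidin-D2 acceptor, ex 340, em 617/671 nm / Read-out basis: percent loss of FRET ratio relative to control wells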
# KKLEB tox – CF airway cell cytotoxicity counter-screen. KKLEB CF airway cells viability, ATPlite luminescence, overnight; hits give low values; cells stimulated with P. aeruginosa culture filtrate. activity change (cytotoxicity), % at 5 µM. 360,000 compounds, 0.36% hits;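 active means corrected activity change at or below -50% at 5 µM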
# aDG glyco up – alpha-DG glycosylation activation. Pro5-aDG cells, alpha-DG glycosylation AlphaScreen (IIH6); 0% Pro5, 100% B10-LARGE cell signal. activation, % at 10 µM. 360,000 compounds, 0.22% hits. AID 624168;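 active means activation of at least 8% versus controls, or a plate z-score of at least 8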;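 further: Pro5 are CHO cells carrying HIG-tagged alpha-DG that lacks glycosylation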
# An asterisk follows results filed as active; nt = not tested or not shown.
SMILES,Shn3 inh set2,MITF TRPM1 inh,hiPSC survival,CF NFkB block,TWEAK-Fn14 inh,NR2E3 ag-1,Peg3 prom inh,HIF-2a block,NR2E3 ag-2,KKLEB tox,aDG glyco up
CC(=O)c1nc2ccccc2n1S(=O)(=O)c1ccc(Cl)cc1,12,0,2.5,19,-4,-7,1,8,3,-4,0.1
O=C(CCCn1cc([N+](=O)[O-])cn1)NCc1ccccc1,-3,-16,-0.7,6,5,-12,26,10,-5,-7,0.1
Cc1ccc(-n2c(SCc3nc4ccccc4c(=O)[nH]3)nnc2-c2ccccc2O)cc1,12,7,-0.1,2,8,-2,35,14,4,2,-0.2
Cc1ccc(-c2nc(N3CCN(C)CC3)c3ccccc3n2)cc1,-1,6,-0.1,34,-71,-2,-7,-31,-1,-17,0.3
O=C1c2cccc3cccc(c23)N1Cc1ccc(F)cc1,16,1,2.0,1,6,-23,27,17,1,-1,0.0
CC(C)CC(=O)Nc1ccc(S(=O)(=O)NCc2ccco2)cc1,6,-4,0.7,12,-11,-12,-5,5,-4,-10,0.4
O=C(c1cc2c(=O)n3ccccc3nc2s1)N1CCOCC1,-14,-42,0.3,6,7,-79,-170,-195,3,2,0.0
Cc1ccc(NC(=O)CSc2nc3ccccc3c3nc(CCc4c(C)n[nH]c4C)nn23)cc1F,3,-9,-0.1,-9,12,-4,24,3,-59,-9,0.2
COC(=O)c1ccc(C(=O)OC)c(NC(=O)CN2CCN(c3ccc(OC)cc3)CC2)c1,-54,13,1.4,-23,-14,-16,17,5,2,1,0.1
CCOC(=O)N1CCN(c2cc(=O)n(C)c(=O)n2C)CC1,-18,-19,0.2,9,-6,-29,-3,17,1,17,0.1
O=C(N/N=C/c1ccco1)C(O)C(O)C(=O)N/N=C/c1ccco1 (centres undefined),-9,-9,0.7,2,-23,-3,-7,6,-2,14,0.1
Oc1c(N=Nc2ccccn2)ccc2ccccc12,47,49,-3.9,13,80*,-11,-13,14,-2,-10,-1.3
Cc1occc1C(=O)N/N=C/c1ccc(OCc2ccccc2)cc1,-21,-92,-0.3,-29,-25,-107,-209,-273,1,9,0.0
O=C(Cc1ccccc1)NCCc1cccc(Cl)c1,-6,-23,1.2,-5,-17,7,-23,-18,-2,10,-0.1
Cn1c[n+](C)cc1/C=N/O,-2,-2,-0.2,-7,-7,-22,13,6,3,2,-0.2
COc1ccc(CCNC(=O)CCCNC(=O)Cn2cnc3sc(C)c(C)c3c2=O)cc1OC,-1,5,-0.2,6,30,28,26,20,-1,6,-0.3
COc1ccc(C(=O)COC(=O)c2c(-c3ccccc3)noc2C)c(OC)c1,14,1,-0.4,39,-23,6,24,-2,0,-32,0.2
CCS(=O)(=O)N1N=C(c2cccc(NS(C)(=O)=O)c2)CC1c1ccccc1 (centres undefined),0,-18,-0.8,-22,-6,-30,-1,-7,-5,1,-0.1
Cc1ccc(-n2nnc(-c3nccs3)n2)cc1,-4,55,-3.0,-2,94*,-130,48,51*,5,-52*,0.6
COc1ccc(NC(=O)CC2SC(=NCC3CCCO3)NC2=O)cc1 (centres undefined),5,1,-0.9,0,-2,-1,9,14,2,-1,-0.1
CCOc1ccccc1N1CCN(C(=O)CNC(=O)c2ccccc2F)CC1,-7,2,-0.4,-1,-1,-26,-3,-14,4,2,0.0
Cc1cc(C(=O)COc2ccccc2C(N)=O)c(C)n1C1CC1,-15,-25,0.0,-13,-9,-64,-159,-222,-2,7,0.3
O=C(COC(=O)c1ccc(O)cc1O)Nc1ccc2ccccc2c1,-27,-13,0.9,8,-36,-8,-108,-75,0,0,0.3
O=C(Nc1cccc2nsnc12)c1ccc2c(c1)OCO2,-55,-24,-1.4,-17,-3,-43,-193,-197,-1,15,-0.1
COc1ccc(CCN2C(=O)NC(NC(=O)CCc3ccccc3)(C(F)(F)F)C2=O)cc1OC (centres undefined),4,8,-1.0,0,3,20,7,16,0,0,-0.2
Cc1cccc(OCC(=O)OCC(=O)N(CC(C)C)c2c(N)n(Cc3ccccc3)c(=O)[nH]c2=O)c1C,10,1,-0.6,-15,9,-14,-9,1,-1,-10,-0.2
Cc1cc(C(=O)Nn2c(-c3ccncc3)nc3ccccc3c2=O)ccc1[N+](=O)[O-],1,-3,3.7,-14,9,3,6,17,4,5,0.3
O=C(Nc1cccnc1)c1c(O)c2cccc3c2n(c1=O)CC3,-5,13,-1.0,-46,27,-15,-7,-47,-2,-22,-0.1
O=C(CSc1cccc[n+]1[O-])Nc1c(Br)cc([N+](=O)[O-])cc1Br,10,6,-0.3,9,6,26,-5,4,-1,-1,0.0
CCN(CC)S(=O)(=O)c1ccc(NC(=O)C2CC(=O)N(c3ccc4c(c3)OCCO4)C2)cc1 (centres undefined),-1,8,-1.8,15,60*,16,-32,15,nt,2,0.0
COc1ccc(NC(=O)c2onc(C)c2Cl)cc1,nt,-47,0.0,-12,4,-75,-156,-224,0,0,-0.1
CN(C)S(=O)(=O)c1cccc(NC(=O)COC(=O)/C=C/c2ccc3c(c2)OCO3)c1,5,-30,-0.5,-10,33,-20,-23,-2,-1,2,0.0
Cn1c(=O)c2c(SCC(=O)N3CCN(c4ccccc4)CC3)nc(C3CC3)nc2n(C)c1=O,30,nt,2.6,23,7,-27,33,14,2,-22,-0.3
CC(C)OCCCNc1ncc2c(n1)CC(c1cccs1)CC2=O (centres undefined),-2,9,1.8,3,6,-9,-3,-25,-1,-4,0.4
Cc1c(NC(=O)C2CCCCN2S(=O)(=O)c2ccc(Cl)cc2)c(=O)n(-c2ccccc2)n1C (centres undefined),15,-2,0.1,-1,1,10,-7,2,3,-10,0.0
CS(=O)(=O)c1ccc(Cl)c(NC(=O)COC(=O)c2ccc(F)cc2Cl)c1,-1,-7,-0.1,6,3,15,10,14,1,-11,0.0
O=C(/C=C/c1ccccc1)NNC1=NS(=O)(=O)c2ccccc21,4,3,2.4,10,13,-10,4,9,2,-11,-0.4
CCC(C)(C)NC(=O)C(c1ccc(F)cc1)N(Cc1ccco1)C(=O)CCC(=O)Nc1ccccn1 (centres undefined),11,7,-0.7,5,-31,-2,-3,-1,2,12,-0.1
O=C1OCCN1C(=O)[C@H]1[C@H](c2ccc(F)cc2)C(c2cccc(Cl)c2)=NN1c1ccccc1,-13,-4,-1.6,25,17,-24,24,-11,nt,-4,0.6
COc1ccc(C(C(=O)NCC2CCCO2)N(C(=O)Cn2nnc3ccccc32)c2ccccc2C(C)=O)cc1OC (centres undefined),-19,6,-0.1,8,16,-26,7,8,0,12,0.0
Cc1cccc(C)c1N1C(=O)c2cccc([N+](=O)[O-])c2C1=O,10,24,1.2,6,9,10,-3,5,1,-10,0.0
Cc1nn(CC(=O)NCc2ccc(C(=O)O)cc2)c(C)c1[N+](=O)[O-],2,5,0.9,-11,8,1,12,9,-2,5,-0.4
OC(COC(c1ccc(Cl)cc1)c1ccc(Cl)cc1)CN1CCN(c2ccccn2)CC1 (centres undefined),2,46,-2.6,3,13,-8,23,13,-1,-6,0.2
Cc1ccccc1C(=O)NCCc1nnc(SCC(=O)Nc2nc(-c3ccccc3)cs2)n1C,15,-5,-0.1,-21,16,5,-49,-28,2,20,-0.1
O=C(COC(=O)C1CC(O)CN1S(=O)(=O)c1ccccc1[N+](=O)[O-])c1ccc[nH]1 (centres undefined),4,2,0.2,9,-1,14,1,3,1,-7,0.3
Cc1oc(/N=C/c2ccccc2O)c(C#N)c1C,10,30,2.0,-4,14,19,7,1,2,6,-0.2
CCn1c(=O)cc(SCC(=O)N2CCC(C)CC2)c2ccccc21,-9,0,-0.8,-41,-5,12,2,-6,-3,-6,-0.2
CCC(C)NC(=O)c1cc(Cl)ccc1OC (centres undefined),-2,-10,1.1,21,-1,5,3,6,3,-2,-0.4
CCC(C)[C@H]1CNCCN1CC1(c2ccccc2)CC1 (some centres undefined),10,5,-3.0,-17,13,15,-3,9,1,9,0.1

# A stretch taken from the entries so far, as a working copy:
SMILES,Shn3 inh set2,MITF TRPM1 inh,hiPSC survival,CF NFkB block,TWEAK-Fn14 inh,NR2E3 ag-1,Peg3 prom inh,HIF-2a block,NR2E3 ag-2,KKLEB tox,aDG glyco up
CS(=O)(=O)c1ccc(Cl)c(NC(=O)COC(=O)c2ccc(F)cc2Cl)c1,-1,-7,-0.1,6,3,15,10,14,1,-11,0.0
O=C(/C=C/c1ccccc1)NNC1=NS(=O)(=O)c2ccccc21,4,3,2.4,10,13,-10,4,9,2,-11,-0.4
CCC(C)(C)NC(=O)C(c1ccc(F)cc1)N(Cc1ccco1)C(=O)CCC(=O)Nc1ccccn1 (centres undefined),11,7,-0.7,5,-31,-2,-3,-1,2,12,-0.1
O=C1OCCN1C(=O)[C@H]1[C@H](c2ccc(F)cc2)C(c2cccc(Cl)c2)=NN1c1ccccc1,-13,-4,-1.6,25,17,-24,24,-11,nt,-4,0.6
COc1ccc(C(C(=O)NCC2CCCO2)N(C(=O)Cn2nnc3ccccc32)c2ccccc2C(C)=O)cc1OC (centres undefined),-19,6,-0.1,8,16,-26,7,8,0,12,0.0
Cc1cccc(C)c1N1C(=O)c2cccc([N+](=O)[O-])c2C1=O,10,24,1.2,6,9,10,-3,5,1,-10,0.0
Cc1nn(CC(=O)NCc2ccc(C(=O)O)cc2)c(C)c1[N+](=O)[O-],2,5,0.9,-11,8,1,12,9,-2,5,-0.4
OC(COC(c1ccc(Cl)cc1)c1ccc(Cl)cc1)CN1CCN(c2ccccn2)CC1 (centres undefined),2,46,-2.6,3,13,-8,23,13,-1,-6,0.2
Cc1ccccc1C(=O)NCCc1nnc(SCC(=O)Nc2nc(-c3ccccc3)cs2)n1C,15,-5,-0.1,-21,16,5,-49,-28,2,20,-0.1
O=C(COC(=O)C1CC(O)CN1S(=O)(=O)c1ccccc1[N+](=O)[O-])c1ccc[nH]1 (centres undefined),4,2,0.2,9,-1,14,1,3,1,-7,0.3
Cc1oc(/N=C/c2ccccc2O)c(C#N)c1C,10,30,2.0,-4,14,19,7,1,2,6,-0.2
CCn1c(=O)cc(SCC(=O)N2CCC(C)CC2)c2ccccc21,-9,0,-0.8,-41,-5,12,2,-6,-3,-6,-0.2
CCC(C)NC(=O)c1cc(Cl)ccc1OC (centres undefined),-2,-10,1.1,21,-1,5,3,6,3,-2,-0.4
CCC(C)[C@H]1CNCCN1CC1(c2ccccc2)CC1 (some centres undefined),10,5,-3.0,-17,13,15,-3,9,1,9,0.1

# Assay outcomes as filed in PubChem.
